# Source: PubChem (National Center for Advancing Translational Sciences (NCATS))
# AMA1 RON2 block = AMA1-RON2 (P. falciparum) interaction inhibition. AID 720542. Potency, µM (series often up to 58.2 µM), without a hit: at the top dose activity change, negative = inhibition, usual class: inhibitors. AlphaScreen AMA1-biotinylated RON2 peptide binding. actives 0.2% (n = 360,000);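 also: potency is read from the fitted curve at half-maximal effect; 0% = vehicle wells and -100% = peptide control; nearly all actives have a fitted effect of over 45% in size; some results filed as inactive show a strong effect at the top dose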
#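 AMA1 (3D7) with his tag at 25 nM final met compounds first, then biotinylated RON2 peptide at 25 nM; detection used donor plus acceptor beads, 10 µg/mL apiece, read by AlphaScreen after 30 min at room temperature.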
# Giardia FBPA inh = blocks Giardia fructose-bisphosphate aldolase activity; A8B2U2; purified Giardia FBPA; Potency, µM (top dose mostly 59.6 µM), for inactives: at the highest dose activity, negative = inhibition, usual class: inhibitors; actives 0.71% (n = 290,000); also: potency is read from the fitted curve at half-maximal effect; % is scaled to controls: 0 for no effect and ±100 for the full control effect; nearly all actives have a fitted effect of over 55% in size
# Target sequence (A8B2U2 whole entry, looked up): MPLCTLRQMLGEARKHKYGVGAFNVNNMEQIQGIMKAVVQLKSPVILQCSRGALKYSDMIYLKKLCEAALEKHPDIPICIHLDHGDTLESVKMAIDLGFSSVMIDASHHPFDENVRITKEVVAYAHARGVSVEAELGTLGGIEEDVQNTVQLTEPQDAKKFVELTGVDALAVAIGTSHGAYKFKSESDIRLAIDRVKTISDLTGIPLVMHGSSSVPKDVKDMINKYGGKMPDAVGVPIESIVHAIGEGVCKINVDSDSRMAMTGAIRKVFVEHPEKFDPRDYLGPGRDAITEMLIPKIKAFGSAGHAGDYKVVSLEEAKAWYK
#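 Giardia FBPA (40 nM reagent) was preincubated 10 min at RT with compound (up to 57.5 uM final), then substrate plus GAPDH/TPI/NAD/arsenate coupling system with diaphorase/resazurin was added; resorufin fluorescence (525/598 nm) was read after 20 min.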
# Cycloheximide cs = counter-screen for Shiga toxin inhibitors: cycloheximide protein synthesis inhibition; cell reporter, cycloheximide protein synthesis inhibition counterscreen; max response, %; actives 12% (n = 300,000); in the data active = max response mostly above about 13%, no sharp cut-off; inactive = mostly below about 14%; also: read at 38.3 µM for the half of the compounds with a filed dose; 0% is about no effect
# AmpC inh detg = AmpC beta-lactamase inhibition with detergent present; Potency, µM (titrated, usually from 114 µM), for the others: at the top dose activity change, negative = inhibition, actives largely listed as inhibitors; AmpC hydrolysis of nitrocefin, absorbance 480 nm, 0.01% Triton; actives 0.041% (n = 370,000); AID 485294;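 also: potency is read from the fitted curve at half-maximal effect; 0% = no-compound wells and -100% = no-enzyme wells; nearly all actives have a fitted effect of over 25% in size; some results filed as inactive show a strong effect at the top dose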
# Target sequence (P00811 whole entry, looked up): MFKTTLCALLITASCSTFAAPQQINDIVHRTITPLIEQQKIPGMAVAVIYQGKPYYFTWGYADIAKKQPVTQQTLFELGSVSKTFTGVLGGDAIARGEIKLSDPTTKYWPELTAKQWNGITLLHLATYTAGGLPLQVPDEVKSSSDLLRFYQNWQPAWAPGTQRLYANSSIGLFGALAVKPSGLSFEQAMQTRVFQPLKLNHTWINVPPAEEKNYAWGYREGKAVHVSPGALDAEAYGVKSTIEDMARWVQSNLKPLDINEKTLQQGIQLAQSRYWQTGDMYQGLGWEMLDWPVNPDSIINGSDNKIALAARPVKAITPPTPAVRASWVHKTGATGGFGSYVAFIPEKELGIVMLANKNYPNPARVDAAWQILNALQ
#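 20 mM phosphate pH 7.0 + 0.01% (detergent screen) or 0.0001% Triton X-100; 5.3 nM AmpC reagent; cpd preinc 15 min RT; nitrocefin (800 uM stock) to start; A480 q20 s × 4 min; Activity was normalised to no-enzyme and no-compound control wells.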
# Shiga inhibitor = inhibitors of Shiga toxin in Vero cells | Vero cells, Shiga toxin protein synthesis inhibition reporter | inhibition, % at 38.7 µM | actives 9.2% (n = 290,000) | AID 2315; in the data active = inhibition mostly above about 28%, no sharp cut-off; inactive = mostly below about 43%; also: 0% is about no effect
# HCMV antiviral = blocks human cytomegalovirus replication | HFF cells, HCMV-luciferase reporter, 72 h; stronger effect = lower value | actives 4.5% (n = 410,000) | AID 1259415 | activity change, negative = inhibition, % at 57.5 µM; in the data active = activity change below about -60%; inconclusive = no clear call, values can overlap the other calls; inactive = above about -39%; also: % is scaled to controls: 0 for no effect and ±100 for the full control effect
#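 Steps: HFFs plated, 16 h 37C; compounds added; HCMV-luciferase added to MOI 1 PFU/cell; 72 h 37C; OneGlo reagent, 5 min room temperature; luminescence read, normalized to controls.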
# AmpC no deterg = inhibitors of E. coli AmpC beta-lactamase without detergent; Potency, µM (highest dose often 57.1 µM), inactives show at the highest dose activity change, negative = inhibition, actives largely listed as inhibitors; AmpC nitrocefin hydrolysis, absorbance 480 nm, 0.0001% Triton; actives 0.52% (n = 330,000); P00811;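 also: potency is read from the fitted curve at half-maximal effect; plate controls were no compound for no effect and no enzyme for full effect; nearly all actives have a fitted effect of over 20% in size; some results filed as inactive show a strong effect at the top dose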
#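 AmpC (5.3 nM in the dispensed reagent) in 20 mM phosphate pH 7.0 with 0.01% (detergent screen) or 0.0001% Triton X-100 was preincubated with compounds for 15 min at room temperature. Nitrocefin was then added from an 800 uM solution, and hydrolysis was followed at 480 nm.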
# Starred values were filed as active, the others as inactive; ? = inconclusive; nt = no result given; & = joins results of further samples; ! = not confirmed by another sample; [ ] = remark or other dose. Unless noted, calls follow the shape of the dose curve; as a rule, active = well fitted curve in the direction sought with a large enough effect; inconclusive = small, poorly fitted or top-dose-only effect, or another doubt; inactive = no such curve, though single readings can be large; an effect the other way counts as inactive or inconclusive.
SMILES,AMA1 RON2 block,Giardia FBPA inh,Cycloheximide cs,AmpC inh detg,Shiga inhibitor,HCMV antiviral,AmpC no deterg
O=C(C1=C(O)C(=O)N(CCCn2ccnc2)C1c1cccc(Br)c1)c1ccco1 (stereo not given),-8%,nt,11,4%,-14,16,9%
O=C(/C=C/c1ccccc1)NC(=S)NNC(=O)c1ccco1,-14%,?,20*,-5%,65*,29,-45%
CN(C)C(=O)CSc1nc(-c2ccccc2)nc2c1CCCC2,-7%,10%,-2,?,-2,-17,45%
COc1ccc(CNC(=O)COC(=O)c2cnccn2)cc1,34%,6%,6,3%,5,1,-22%
Cc1cc(C(=O)NNC(=O)NC(C)C)no1,5%,8%,-3,7%,24,17,-5%
CC(C)c1ccc(OCc2ccc(C(=O)N3CCCC3)o2)cc1,-12%,-2%,111*,3%,155*,32,80%[activator]
O=C(NCc1cccnc1)Nc1ccc(F)cc1F,-11%,13%,13,-4%,32,45,nt
COc1ccc(S(=O)(=O)N2CCC(C(=O)c3ccc4c(c3)OCCO4)CC2)cc1,-7%,-1%,-4,?,29,?,-26%
O=C(N/N=C/c1ccccc1F)c1cccc(NC(=O)c2ccccc2Cl)c1,0%,8%,26*,-3%,56*,19,-45%
O=C(Nc1ccc(N2CCOCC2)cc1)c1cccnc1,22%,-18%,28*,0%,38*,-13,-17%
Cc1cccc(-n2c(Cc3ccccc3)n[nH]c2=S)c1,20%,3%,-2,-5%,-26,?,18%
Cc1[nH]c(=O)c(C(=O)c2ccccc2O)cc1C(=O)O,7%,-4%,-6,5%,0,24,-3%
CCOc1ccc2c(c1)C(C)=CC(C)(C)N2C(=O)Nc1ccccc1F,1%,?,1,-9%,24,-17,-35%
Cc1ccc(C)c(NC(=O)CCN2C(=O)C3CC=CCC3C2=O)c1 (stereo not given),-1%,nt,nt,?,nt,9,3%
Cc1csc(NC(=O)CSc2ccc3nnc(CCNS(=O)(=O)c4ccccc4)n3n2)n1,-1%,4%,-2,-11%,-3,-39,-32%
CN(CC(=O)Nc1ccc(Cl)c(C(F)(F)F)c1)C(=O)CCCc1nc2ccccc2c(=O)[nH]1,-1%,nt,nt,0%,nt,-3,-14%
OC(COc1ccccc1)CN1CCOCC1 (stereo not given),4%,-5%,-1,-6%,9,-30,-9%
CCC(=O)OCC(=O)[C@@]1(OC(=O)CC)[C@@H](C)C[C@H]2[C@@H]3CCC4=CC(=O)C=C[C@]4(C)[C@@]3(F)[C@@H](O)C[C@@]21C,nt,-11%,7,nt,-7,nt,nt
CN=C(Nc1ccc(C(=O)OC)cc1)SC1CC(=O)N(c2ccccc2F)C1=O (stereo not given),8%,9%,-2,?,-8,124,20%
O=C(COC(=O)c1ccccc1Nc1ccccc1)Nc1ccccc1,15%,-3%,1,?,3,-27,7.1µM*
CC(=O)N(Cc1cc2cc(C)ccc2[nH]c1=O)c1cccc(C)c1C,10%,4%,-5,?,nt,-17,-5%
CC1(C(=O)NC2CCCC2)CCC(=O)N1CCC1=CCCCC1 (stereo not given),2%,3%,-2,2%,-14,45,69%[activator]
Cc1ccc(S(=O)(=O)N2CCN(CN3C(=O)CC4(CCCC4)C3=O)CC2)cc1,3%,nt,nt,?,nt,-19,-15%
COc1cc(OC)c(C(=O)NCc2ccc3c(c2)OCO3)cc1OC,15%,-4%,-1,?,-11,9,17%
CCN(C/C=C/c1ccccc1OC)Cc1ccccc1,-23%,?,-1,-8%,15,-12,-13%
SMILES,AMA1 RON2 block,Giardia FBPA inh,Cycloheximide cs,AmpC inh detg,Shiga inhibitor,HCMV antiviral,AmpC no deterg
Cc1cc(=O)[nH]c(SCC(=O)Nc2nnc(CC(C)C)s2)n1,8%,-15%,-3,4%,10,5,-32%
CCC(C)NC(=O)COC(=O)c1ccc(Cl)cc1O (stereo not given),15%,6%,8,-11%,-5,-6,-20%
COc1ccc(C)cc1NC(=O)CCCN1C(=O)CN(C)C1=O,-3%,nt,nt,1%,nt,-3,-11%
COC(=O)[C@@]1(Cc2ccc(F)cc2)[C@H]2c3cc(C(=O)N4CCCC4)n(Cc4ccc(C)c(F)c4F)c3C[C@H]2CN1C(=O)c1ccccc1,-10%,-10%,nt,nt,nt,-28,nt
O=C(O)CCSc1ccc2ccccc2n1,0%&5%,5%&9%,13&1,-4%&0%,30*!,15,-14%&-18%
COc1cc(C(F)(F)F)nc2ccc(C#CCOC(=O)Nc3ccccc3)cc12,-9%,-9%,0,1%,5,19,-51%
CCOC(=O)c1ccc(NC(=O)NC2CC3CCC(C2)N3C(=S)NC)cc1 (stereo not given),-7%,-9%,-10,-2%,-3,13,-23%
O=C(COc1ccc(F)cc1)N1c2ccccc2CCc2ccccc21,-4%,2%,-4,-3%,-9,?,-9%
C#Cc1cccc(NC(=O)Cc2cccs2)c1,-2%,-1%,-2,-14%,1,-29,-31%
CC(=Nc1ccccc1N)c1c(C)cc(=O)n(O)c1O,nt,16µM*,31*,nt,57*,nt,nt
COc1ccc(CN2CC(C(=O)N3CC(C)CC(C)C3)CC2=O)cc1 (stereo not given),-7%,4%,5,3%,5,-11,31%
COc1ccc(C(=O)N2CCCC(c3nc(-c4cc(OC)c(OC)c(OC)c4)no3)C2)cc1 (stereo not given),4%,-1%,-3,-3%,51,60,155%[activator]
Cc1ccc(C(C#N)N2CCOCC2)cc1 (stereo not given),16%,-10%,-2,4%,25,0,-11%
CC1CCN(C2=C(NS(=O)(=O)c3ccc(Br)cc3)C(=O)c3ccccc3C2=O)CC1,13µM*,-30%,32*,-18%,38*,0,-23%
COc1ccc(CCNC(=O)c2ccc3nc[nH]c3c2)cc1,-1%,nt,-3,1%,-24,2,-32%
CCC(=O)NNc1nc2c(C)cc(C)cc2s1,97%[activator],0%,12,-2%,20,65,-12%
CCN(CC(=O)Nc1ccc(NC(C)=O)cc1)C(=O)CCN1C(=O)C2CC=CCC2C1=O (stereo not given),0%,nt,nt,-14%,nt,-9,0%
COc1cccc(C(=O)Nc2ccccc2C(=O)NC2CC2)c1,2%,nt,11,-1%,10,-37,-1%
CCCCCC(C)NC(=S)NC(=O)c1cc(S(=O)(=O)N2CCOCC2)ccc1C (stereo not given),-2%[2.32 µM],-11%,-3,2%,-7,-62*,24%
CCc1ccc(S(=O)(=O)Nc2ccc(Cl)cn2)cc1,1%,-20%,-1,?,9,28,-24%
CCOC(=O)C1CCCN(C(=O)c2cc3nc(-c4cccc(OC)c4)cc(C(F)(F)F)n3n2)C1 (stereo not given),2%,-2%,-3,-8%,-4,40,182%[activator]
Cc1ncc(CO)c(/C=N/NC(=O)c2cccc(S(=O)(=O)N3CCCC3)c2)c1O,-40%,nt,nt,?,nt,-14,-14%
O=C(/C=C/c1ccc(S(=O)(=O)N2CCOCC2)cc1)Nc1ccc(F)c(F)c1F,7%[11.6 µM],nt,nt,nt,nt,-38,-6%
O=C(N/N=C/c1ccccc1Cl)c1[nH]c2ccc(Br)cc2c1-c1ccccc1,49%[activator],-5%,2,-11%,-4,-18,-39%
Fc1cccc(Cl)c1Cn1ncc2ccccc21,10%,-1%,28*,0%,31*,-8,-19%

# Some of the entries so far, as tab-separated lines.
SMILES	AMA1 RON2 block	Giardia FBPA inh	Cycloheximide cs	AmpC inh detg	Shiga inhibitor	HCMV antiviral	AmpC no deterg
COc1cccc(C(=O)Nc2ccccc2C(=O)NC2CC2)c1	2%	nt	11	-1%	10	-37	-1%
Fc1cccc(Cl)c1Cn1ncc2ccccc21	10%	-1%	28*	0%	31*	-8	-19%
COc1cc(C(F)(F)F)nc2ccc(C#CCOC(=O)Nc3ccccc3)cc12	-9%	-9%	0	1%	5	19	-51%

# Additional compounds
SMILES,AMA1 RON2 block,Giardia FBPA inh,Cycloheximide cs,AmpC inh detg,Shiga inhibitor,HCMV antiviral,AmpC no deterg
O=C(c1ccc(-c2ccccc2)cc1)N1CCN(c2ccccc2F)CC1,3%,1%,2,?,nt,-2,-10%
COc1ccc2c3c(cccc13)C(=O)N(O)C2=O,-1%,7%,-2,3%,-4,-60*,-12%
CCOC(=O)C1CCCN(C(=O)C2CCN(S(=O)(=O)CC)CC2)C1 (stereo not given),7%,-4%,13,0%,-16,21,-19%
O=C(N/N=C/c1ccc(N2CCOCC2)s1)c1ccc(NS(=O)(=O)c2cccs2)cc1,83%[activator],6%,10,1%,41,-28,-23%
Cc1cc(C)c2c(-n3cccc3)c(C(=O)NNS(=O)(=O)c3ccc(F)cc3)sc2n1,4%,5%,-1,1%,-3,24,-10%
CN(C)c1ccc(C2N(c3ccc(Cl)cc3)C(=O)C3CCCN32)cc1 (stereo not given),5%,-1%,6,-12%,-2,-11,-5%
Cc1ccc(NC2=NCCCS2)c(C)c1C,9%,7%,-2,-17%,-11,-19,-36%
CS(=O)(=O)N1CCC(Oc2ccccc2C(=O)NCCCc2cccnc2)CC1,6%,1%,1,6%,-2,1,18%
CC1(C(=O)NC(=S)N(CCC#N)Cc2cccnc2)CC1(Cl)Cl (stereo not given),nt,18µM*,0,4%,-4,nt,-17%
COc1ccc(NS(=O)(=O)c2ccc(-n3nnc4ccccc43)c([N+](=O)[O-])c2)cc1,-2%,14%,-1,-5%,16,-63*,-58%
COc1ccc(C(=O)Nc2ccc(N3CCCCC3)cc2)cc1Br,-9%[11.6 µM],10%,37*,0%,66*,?,-35%
COc1ccc2[nH]c(C)c(C(=O)CN(C)C)c2c1,14%,-1%[12.9 µM],-1,-13%,6,12,2%
CCN1C(=O)/C(=C/c2cnn(CC)c2C)SC1=S,-4%,-2%,6,?,6,33,-29%
Cc1ccc(NC(=O)CC(=O)c2ccccc2)cc1C,11%,1%,34*,-3%,101*,21,-44%
O=C(CCCC(=O)N(CC(=O)NC1CCCCC1)Cc1ccc2c(c1)OCO2)Nc1ccccn1,46%[activator],-3%,-3,1%,-4,24,47%
Nc1nc(Cn2nnc(-c3ccccc3F)n2)nc(N2CCOCC2)n1,-8%,-1%,6,3%,-6,22,-3%
O=C(Nc1ccccc1)c1cc2ccccc2c(=O)s1,7%,3%,41*,89µM*,36*,5,-19%
C=CCSc1nnc(CNC(=O)c2ccccc2C)n1C(C)C,0%,-11%,0,?,-8,-2,82%[activator]
COc1ccccc1C(CNC(=O)c1ccco1)N1CCCC1 (stereo not given),53%[activator],nt,nt,2%,nt,0,-3%
COc1cc(OC)cc(-n2nnnc2SCC(=O)NCc2ccc3c(c2)OCO3)c1,6%,22%,2,?,16,53,-10%
COc1ccc(Nc2nc(-c3ccccc3)nc3ccccc23)cc1,4%,-19%,-1,2%,-2,?,-41%
Cc1cn(C(=O)c2ccccc2)c(=S)n1-c1ccc(Br)cc1,14%,-5%,-2,-4%,6,-22,-2%
Cc1ccc(NS(=O)(=O)c2c(C)[nH]c(C)c2C(=O)N2CCCCC2)cc1Cl,12%,13%,7,2%,-5,-8,43%
COc1ccc(N2CCN(C(=O)c3ccccc3NC(=O)C3=C(C)OCCS3)CC2)cc1,-5%,-11%,-5,?,-21,-5,15%
